Source: PubChem BioAssay (The Scripps Research Institute Molecular Screening Center)
TDP2 absorb: TDP2 (human) inhibition, absorbance primary screen; recombinant TDP2, T5PNP hydrolysis, p-nitrophenol absorbance 415 nm; inhibition, % at 12.8 µM; hit rate 0.34% among 370,000; AID 720702;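 active = inhibition above the mean of all tested compounds plus 3 SD, set per campaign, cut at about 25% in these data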;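 note: 0% = DMSO with enzyme and 100% = buffer with substrate but no TDP2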
Target sequence (O95551 whole entry, looked up): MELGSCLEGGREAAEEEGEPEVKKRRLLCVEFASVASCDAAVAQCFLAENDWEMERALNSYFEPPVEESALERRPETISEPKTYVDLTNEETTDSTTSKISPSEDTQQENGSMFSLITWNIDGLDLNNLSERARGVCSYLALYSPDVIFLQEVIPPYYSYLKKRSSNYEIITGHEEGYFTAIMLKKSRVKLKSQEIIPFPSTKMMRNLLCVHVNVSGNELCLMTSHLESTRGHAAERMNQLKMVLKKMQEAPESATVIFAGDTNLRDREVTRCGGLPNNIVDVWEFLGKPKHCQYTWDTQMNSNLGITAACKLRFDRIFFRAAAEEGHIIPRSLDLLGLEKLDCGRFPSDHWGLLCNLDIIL
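Incubation: 2 h at 37 °C; Test system: recombinant human TDP2; Quantity: enzyme 120 nM; Read-out basis: percent inhibition; Medium: 50 mM Tris-HCl pH 7.5 with Mg2+, KCl, DTT, BSA; Repeats: single replicate; Compound: 12.8 µM single point, 1% DMSO; Signal: epi absorbance; Reagent: 5 mM T5PNP chromogenic substrate; Benchmarks: no-enzyme high, DMSO-plus-enzyme low.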
Tn6 DDE FP: disrupts Tn6 cyclic peptide binding to fibrin D-Dimer-E complex | P02675 | Fibrin DD(E) TRITC-Tn6 fluorescence polarization displacement | inhibition, % at 8.3 µM | hit rate 0.21% among 370,000;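 active = inhibition above a per-campaign cutoff: mean of compounds within control limits plus 3 SD, cut at about 15% in these data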;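 note: 0% = median of all compound wells on the plate and 100% = blocking peptide control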
Tn7 DDE FP: DD(E)-Tn7 binding inhibition, primary FP screen; inhibition, % at 8.3 µM; FP displacement of FITC-Tn7 peptide from fibrin DD(E); 0% = median of compound wells per plate; hit rate 0.13% among 370,000; P02675;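 active = inhibition above the mean of compounds falling within the control limits plus 3 SD of them, cut at about 14% in these data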;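 note: 0% = plate median of compound wells and 100% = 10 µM Aha-Tn7 peptide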
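Test system: human clot-derived fibrin DD(E) complex / Quantity: 2 µM final DD(E) protein / Incubation: 10 min plus 3 h, room temperature / Measured by: fluorescence polarization / Benchmarks: high control of 10 µM Aha-Tn7 peptide / Replicates: singlicate testing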
LEDGF integ inh: blocks HIV-1 LEDGF/p75-dependent DNA integration; TR-FRET IN-LEDGF/p75 DNA integration, Eu/Cy5; inhibition, % at 3.7 µM; hit rate 0.64% among 370,000; AID 743269;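 active = inhibition above the screen-wide mean plus 3 SD, cut at about 13% in these data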;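 note: signal is the Cy5 over europium emission ratio at 671 and 618 nm; 0% = plate median of compound wells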
PRMT1 inh: blocks human protein arginine methyltransferase 1. AID 652257. hit rate 1.3% among 370,000. inhibition, % at 2.79 µM. Q99873. recombinant PRMT1, activity-based probe fluorescence polarization;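 active = inhibition above about 21% made by adding two undisclosed values, limit read from the data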
proKLK7 act: activates the human kallikrein-7 zymogen; purified proKLK7, EDANS-DABCYL substrate fluorescence; 100% is mature enzyme control, 0% vehicle; activation, % at 7 µM; hit rate 0.9% among 370,000; P49862;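 active = activation above the mean of all tested compounds plus 3 SD, computed per campaign excluding outliers beyond control limits, cut at about 13% in these data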
UHRF1 MBD2 ctr: UHRF1 methyl-DNA binding inhibition; hit rate 0.75% among 370,000; inhibition, % at 4.4 µM; UHRF1 binding to methylated oligo, TR-FRET; in the data active = inhibition above about 21%;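 note: UHRF1 SRA domain binding a hemimethylated CpG hairpin DNA probe; 0% = median of test compound wells and 100% = reference inhibitor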
SIAE inh: inhibitors of human sialic acid acetylesterase SIAE; hit rate 0.69% among 370,000; SIAE FP-Rh probe binding, fluorescence polarization; AID 1053197; inhibition, % at 9.66 µM; Q9HAT2;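 active = inhibition above a cutoff: mean of compounds within the control limits plus 3 SD of those, cut at about 17% in these data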;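 note: 0% = plate median of compound wells and 100% = probe without SIAE protein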
Target sequence (Q9HAT2 whole entry, looked up): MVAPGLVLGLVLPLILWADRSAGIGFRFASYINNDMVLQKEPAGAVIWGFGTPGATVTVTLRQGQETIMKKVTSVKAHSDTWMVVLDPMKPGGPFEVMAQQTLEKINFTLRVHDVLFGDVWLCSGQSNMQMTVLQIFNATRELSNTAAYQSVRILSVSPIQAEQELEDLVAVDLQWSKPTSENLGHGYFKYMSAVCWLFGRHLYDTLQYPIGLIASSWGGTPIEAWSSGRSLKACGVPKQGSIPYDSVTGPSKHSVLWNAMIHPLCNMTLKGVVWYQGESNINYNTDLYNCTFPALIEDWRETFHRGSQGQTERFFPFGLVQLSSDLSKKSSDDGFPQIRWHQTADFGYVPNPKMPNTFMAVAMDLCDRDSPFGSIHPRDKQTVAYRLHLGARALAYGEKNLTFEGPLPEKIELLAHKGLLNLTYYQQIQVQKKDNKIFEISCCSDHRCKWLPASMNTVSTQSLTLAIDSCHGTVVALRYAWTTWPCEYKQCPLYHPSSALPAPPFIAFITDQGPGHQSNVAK
MBD2 inh: blocks human MBD2 binding to methylated DNA; AID 686964; TR-FRET, MBD2 binding to methylated oligonucleotide; inhibition, % at 4.4 µM; hit rate 0.31% among 370,000; in the data active = inhibition above about 13%
TCR CD3 inh: inhibitors of human TCR-CD3 interaction; TAMRA-labeled TCR probe fluorescence, biochemical; inhibition, % at 9.4 µM; hit rate 0.37% among 360,000; AID 651800; in the data active = inhibition above about 19%;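 note: recombinant mutant TCR 2C K166C tagged with TAMRA read by polarization; 0% = receptor in buffer alone and 100% = receptor with positive control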
Numbers without * were called inactive.

cpd | structure | TDP2 absorb | Tn6 DDE FP | Tn7 DDE FP | LEDGF integ inh | PRMT1 inh
1 | O=C1NC(=O)C(CCc2ccncc2)(CCc2ccncc2)C(=O)N1CCc1ccc(F)cc1 | 1 | 2 | 0 | 1 | 2
2 | CCOC(=O)C1SC2(C(F)(F)C(F)F)CC1(O)c1c(c(OC)c3occc3c1OC)O2 (centres undefined) | -14 | 2 | 2 | -4 | 4
3 | Cc1ccc(C(=O)N[C@@H](C)CN2C3=NC[C@@H](Cc4ccccc4)N3C[C@H]2Cc2ccc(O)cc2)cc1Br | -6 | 3 | -5 | 0 | 0
4 | Cc1c(/C=N/O)c2ccccc2n1C | 4 | 1 | 2 | -4 | -3
5 | NC(=O)OCCSc1nnc(-c2cccc(C(N)=S)c2)o1 | 6 | 11 | 7 | 0 | -1
6 | CCCCOC(=O)C1=C(N)OC2=C(C(=O)CCC2)[C@]12C(=O)Nc1ccccc12 | -13 | -1 | 2 | 2 | -1
7 | Nc1ccccc1C(=O)OCC(=O)N1CCc2ccccc21 | -8 | -2 | -4 | 1 | 1
8 | CN1CCN(c2nc3ccccc3c(=O)n2-c2ccccc2)CC1 | 1 | 1 | -1 | 4 | -1

cpd | proKLK7 act | UHRF1 MBD2 ctr | SIAE inh | MBD2 inh | TCR CD3 inh
1 | 0.3 | -2 | 4 | -2 | -16
2 | 0.4 | 0 | 3 | -5 | 7
3 | 0.6 | 4 | 6 | 1 | 7
4 | 0.2 | -4 | 3 | -4 | -2
5 | -0.3 | 0 | 9 | -1 | 12
6 | -0.2 | -2 | -6 | -9 | 8
7 | 0.7 | 0 | 7 | -1 | -4
8 | 0.0 | 4 | 0 | -2 | -5

Overlap with the part before: 4 compounds; new compounds follow.
cpd | structure | TDP2 absorb | Tn6 DDE FP | Tn7 DDE FP | LEDGF integ inh | PRMT1 inh
5 | NC(=O)OCCSc1nnc(-c2cccc(C(N)=S)c2)o1 | 6 | 11 | 7 | 0 | -1
6 | CCCCOC(=O)C1=C(N)OC2=C(C(=O)CCC2)[C@]12C(=O)Nc1ccccc12 | -13 | -1 | 2 | 2 | -1
7 | Nc1ccccc1C(=O)OCC(=O)N1CCc2ccccc21 | -8 | -2 | -4 | 1 | 1
8 | CN1CCN(c2nc3ccccc3c(=O)n2-c2ccccc2)CC1 | 1 | 1 | -1 | 4 | -1
9 | Cc1ccc(NP(=O)(Oc2ccccc2F)Oc2ccccc2F)cc1C | -11 | 1 | -14 | -4 | 0
10 | COc1cc2c3c(c1OC)-c1cc(O)ccc1CC3NCC2 (centres undefined) | -3 | 0 | -3 | -2 | -1
11 | CN(Cc1ccccc1)C(=O)CN1CCCC1=O | 5 | -1 | -1 | -1 | 2
12 | Cc1ccc(-c2nc3ccccc3c(=O)n2-c2ccc(O)cc2)cc1 | 5 | 0 | -5 | -2 | 1
13 | C=CCN1C(=O)NC(=O)/C(=C/c2ccc(OC)c(CSc3ccccn3)c2)C1=O | 6 | 5 | 3 | 0 | 10
14 | CCCNC(=O)N1[C@H]2CC[C@@H]1C(C(=O)OC)=C(c1cccc(C#N)c1)C2 | 6 | -3 | 3 | 1 | 0
15 | Cc1cccnc1-n1c(-c2ccccc2)nc2ccccc2c1=O | -8 | 7 | 7 | -3 | 0
16 | Cc1cc(C)cc(N2C(=O)/C(=C\c3ccc(N4CCN(C)CC4)o3)C(=O)NC2=S)c1 | 0 | -6 | -6 | 2 | -3

cpd | proKLK7 act | UHRF1 MBD2 ctr | SIAE inh | MBD2 inh | TCR CD3 inh
5 | -0.3 | 0 | 9 | -1 | 12
6 | -0.2 | -2 | -6 | -9 | 8
7 | 0.7 | 0 | 7 | -1 | -4
8 | 0.0 | 4 | 0 | -2 | -5
9 | 0.7 | 13 | -10 | 1 | -1
10 | -3.2 | 1 | 6 | 3 | 9
11 | 0.2 | 1 | -5 | 8 | -8
12 | 0.7 | 0 | -7 | 0 | 6
13 | -0.6 | -5 | 1 | 0 | 0
14 | 0.5 | 3 | 8 | -3 | 3
15 | -0.1 | -2 | 4 | 2 | 12
16 | 0.5 | 0 | -27 | -1 | -16

The list continues.
cpd | structure | TDP2 absorb | Tn6 DDE FP | Tn7 DDE FP | LEDGF integ inh | PRMT1 inh
17 | c1ccc2c(c1)CC1CNCc3cccc(c31)S2 (centres undefined) | -1 | 4 | 5 | 0 | 2
18 | CCOP(=S)(OCC)SCC(=O)NC(C(=O)O)C(C)C (centres undefined) | 8 | -1 | 2 | -2 | 1
19 | O=C(C[N+]12CCC(CC1)C(O)C2)c1ccc(Br)cc1 (centres undefined) | 11 | 9 | -8 | -1 | 0
20 | CN1CCc2c(C#N)c(Cl)nc(Cl)c2C1 | 9 | -1 | 2 | 3 | 2
21 | CCC(=NCC1CCCO1)c1c(O)[nH]c(=O)[nH]c1=O (centres undefined) | -4 | 0 | 2 | 2 | 4
22 | O=C(c1ccc(Cl)cc1)C1CCCN(Cc2ccc3nonc3c2)C1 (centres undefined) | 8 | -5 | -1 | 2 | -2
23 | O=C(c1ccco1)c1cn(Cc2ccccc2Cl)c2ccccc12 | -7 | -2 | -3 | 1 | 0
24 | CCOC(=O)[C@]12Cc3cc(OC)ccc3[C@H]1N(C1CCCCC1)C(=O)c1ccccc12 | 5 | -1 | 4 | -4 | 2

cpd | proKLK7 act | UHRF1 MBD2 ctr | SIAE inh | MBD2 inh | TCR CD3 inh
17 | 0.1 | 5 | 0 | 1 | -3
18 | 0.6 | -1 | 0 | -5 | 2
19 | 0.1 | 0 | -3 | 2 | 3
20 | 4.7 | -10 | 7 | -7 | -5
21 | -0.6 | 1 | 4 | 1 | -4
22 | 0.3 | 1 | -3 | -5 | 2
23 | -3.8 | -1 | -14 | 0 | 8
24 | 0.0 | -1 | 8 | 2 | -5

Later entries.
cpd | structure | TDP2 absorb | Tn6 DDE FP | Tn7 DDE FP | LEDGF integ inh | PRMT1 inh
25 | COC(=O)C1=C(c2ccccc2OCc2ccccc2)C[C@@H]2CC[C@H]1N2C(=O)NCc1ccc(OC)cc1 | 6 | 1 | 2 | -2 | -1
26 | CCN1C[C@]2(COC)CC[C@H](O)[C@]34C1[C@](O)([C@@H](OC)[C@H]23)[C@@]1(O)C[C@H](OC)[C@H]2C[C@@H]4[C@@H]1[C@H]2OC | 11 | -9 | -8 | -4 | 0
27 | CCCc1nc2ccccc2c(=O)n1-c1cccc(OC)c1 | 3 | -1 | -5 | -2 | -1
28 | N#Cc1ccccc1Cn1cc(C(=O)c2cccs2)c2ccccc21 | -15 | 0 | -5 | 0 | -4
29 | c1ccc(Cc2cnc(N3CCNCC3)nc2)cc1 | 6 | -3 | 4 | -12 | 45*
30 | CCCCN1C(=O)/C(=C/C=C/c2ccco2)C(=O)NC1=S | 4 | -6 | -6 | 56* | 39*
31 | O=C1NS(=O)c2cc([N+](=O)[O-])cc([N+](=O)[O-])c21 (centres undefined) | -1 | 1 | -2 | -4 | 38*
32 | COC(=O)C1=C(c2cccc(OC)c2OC)C[C@@H]2CC[C@H]1N2C(=O)N1CCC(O)CC1 | 1 | -6 | -6 | -1 | -2

cpd | proKLK7 act | UHRF1 MBD2 ctr | SIAE inh | MBD2 inh | TCR CD3 inh
25 | -0.3 | 0 | 0 | -7 | -3
26 | -0.1 | 3 | -6 | 1 | -6
27 | 0.6 | -2 | 1 | 1 | -5
28 | 0.3 | 13 | -7 | 2 | -5
29 | -0.6 | 0 | -10 | 0 | 1
30 | 1.0 | 83* | -75 | 29* | -91
31 | 0.1 | 2 | -4 | 3 | -4
32 | 0.1 | 3 | 6 | -2 | 1

(listing goes on)
cpd | structure | TDP2 absorb | Tn6 DDE FP | Tn7 DDE FP | LEDGF integ inh | PRMT1 inh
33 | O=C1c2ccccc2-c2cc3ccccc3cc21 | 1 | -7 | -2 | 4 | 9
34 | OC(CC#CCN1CCCCCC1)(c1ccccc1)C1CCCC1 (centres undefined) | -2 | -4 | 4 | -3 | -1
35 | CC(=O)n1cc(C=C2C(=O)NC(=O)NC2=O)c2ccccc21 | -5 | -3 | -1 | 2 | 12
36 | C=CCn1c(O)c(C(C)=NC2CCN(Cc3ccccc3)CC2)c(=O)[nH]c1=O | 3 | -3 | -1 | 5 | -1
37 | CC(C)(C)c1ccc(C(=O)C2CCCN(Cc3ccon3)C2)cc1 (centres undefined) | -5 | 9 | -2 | 0 | 0
38 | O=C(NC(Oc1ccccc1)C(Cl)(Cl)Cl)c1ccccc1 (centres undefined) | -7 | -2 | 5 | 2 | -2
39 | CN1C(=O)N(C)C(=O)C2(Sc3ccccc3C2=O)C1=O | 27* | -6 | -9 | 29* | 27*
40 | COc1ccc(C(O)(c2ccccc2)c2ccncc2)cc1 (centres undefined) | -5 | -3 | 0 | -1 | 0

cpd | proKLK7 act | UHRF1 MBD2 ctr | SIAE inh | MBD2 inh | TCR CD3 inh
33 | 1.2 | -10 | -12 | -4 | 7
34 | -0.1 | 2 | -7 | -2 | 3
35 | -0.4 | -6 | -5 | -10 | -3
36 | -1.0 | 11 | 0 | -2 | -5
37 | 0.0 | 0 | 4 | -5 | -4
38 | 0.4 | -1 | -3 | 2 | 2
39 | 13* | 3 | 6 | 5 | 6
40 | 0.2 | 4 | 3 | 1 | -7

Next section
cpd | structure | TDP2 absorb | Tn6 DDE FP | Tn7 DDE FP | LEDGF integ inh | PRMT1 inh
41 | O=C1C(=Cc2ccccc2)N2CCC1CC2 | -5 | -1 | -7 | -2 | -6
42 | CCCCC(=O)N/N=C/c1c(O)n(Cc2ccc(F)cc2)c(=O)[nH]c1=O | -4 | 7 | 3 | -3 | 10
43 | CCN(CC)c1ccc(/C=C2/C(=O)NC(=O)N(Cc3ccco3)C2=O)cc1 | 17 | 9 | 6 | 71* | 30*
44 | COC(=O)OCC12CCC(O1)C1(C)C(=O)OCC21 (centres undefined) | 8 | -2 | -1 | 1 | 0
45 | O=[N+]([O-])c1ccc(N2CCNCC2)cc1N1CCCCCC1 | -6 | -11 | 0 | 2 | 4
46 | CCOc1ccc(C(C)=O)cc1Cn1ccsc1=N | -8 | 2 | -1 | -1 | 3
47 | O=C1NC(=O)N(Cc2ccccc2)C(=O)/C1=C\C=C\c1ccco1 | -20 | 1 | -9 | 2 | 36*
48 | ClCCOCCCl | -4 | -3 | 0 | -3 | 2
49 | COC(=O)C[C@]1(C(=O)OC)CN(C#N)N(c2ccc(Cl)cc2)C12c1ccccc1-c1ccccc12 | -1 | -6 | 0 | 7 | 13
50 | COC(=O)C1=C(c2ccc3ccccc3c2)C[C@@H]2CC[C@H]1N2C(=O)N1CCOCC1 | -10 | -13 | 1 | 2 | 1

cpd | proKLK7 act | UHRF1 MBD2 ctr | SIAE inh | MBD2 inh | TCR CD3 inh
41 | -0.2 | 1 | 4 | -2 | -3
42 | 0.2 | -1 | -1 | 3 | -4
43 | 0.0 | 72* | -87 | 18* | -72
44 | -0.1 | -2 | 7 | -1 | 8
45 | -0.8 | -10 | 2 | -9 | -9
46 | 0.6 | 4 | -4 | -2 | -5
47 | 0.5 | 28* | -20 | 0 | -23
48 | 0.5 | 2 | 5 | 1 | -3
49 | 0.0 | 6 | -7 | 10 | -10
50 | -1.4 | 5 | 0 | 1 | -7

These rows are one share of the data; rates above refer to the full screens.
